tim23-1 inh: growth inhibitors of tim23-1 mutant yeast; inhibition, % at 20 µM; S. cerevisiae tim23-1 growth, BacTiter-Glo luminescence, 24 h; 330,000 compounds, 1.3% hits; AID 463212;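 active means growth inhibition of the mutant yeast at or above 50%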;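 further: temperature-sensitive mutant grown at 25 °C; plate controls were DMSO-treated mutant yeast for no effect and medium wells lacking yeast for full effect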
APJ ag: APJ receptor agonism; P35414; CHO-K1 APJ PathHunter beta-arrestin, luminescence; 0% DMSO wells, 100% apelin; activation, % at 20 µM; 330,000 compounds, 0.11% hits; AID 2520;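 active means activation more than six SD over the plate average, tested at 20 µM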;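 further: 0% = DMSO alone and 100% = apelin-13 at 10 nM; some results filed as inactive read as strong as hits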
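Assay system: engineered CHO-K1 APJ arrestin reporter cells; Amount: 1000 CHO-K1 reporter cells seeded per well; Dosing: one dose, 20 µM compound, 1% DMSO; Times: compound stimulation 90 min at 25 °C, detection 60 min; Measured by: luminescent beta-gal fragment complementation, chemiluminescent substrate; Read-out: APJ–arrestin association signal; Controls: DMSO vs Apelin-13 10 nM.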
697 NFkB inh: inhibitors of the PMA/ionomycin-induced NF-kB reporter in 697 B cells. 697 B-cell NF-kB luciferase reporter, 16 h. inhibition, % at 4 µM. 330,000 compounds, 0.33% hits. AID 435022; in the data active means inhibition above about 35%
Jurkat NFkB inh: lowers PMA/ionomycin-induced NF-kB signal in Jurkat cells. PMA/ionomycin-induced NF-kB luciferase reporter, luminescence. 330,000 compounds, 0.53% hits. inhibition, % at 4 µM; in the data active means inhibition above about 50%
Mdm2 MdmX PPI: disrupts the human Mdm2-MdmX interaction; AID 485346; inhibition, % at 8 µM; 330,000 compounds, 3% hits; SaOS-2 split-luciferase Mdm2/MdmX complementation, luminescence;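 active means inhibition of at least 50% at 8 µM in the primary screen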
Target sequence (O15151 whole entry, looked up): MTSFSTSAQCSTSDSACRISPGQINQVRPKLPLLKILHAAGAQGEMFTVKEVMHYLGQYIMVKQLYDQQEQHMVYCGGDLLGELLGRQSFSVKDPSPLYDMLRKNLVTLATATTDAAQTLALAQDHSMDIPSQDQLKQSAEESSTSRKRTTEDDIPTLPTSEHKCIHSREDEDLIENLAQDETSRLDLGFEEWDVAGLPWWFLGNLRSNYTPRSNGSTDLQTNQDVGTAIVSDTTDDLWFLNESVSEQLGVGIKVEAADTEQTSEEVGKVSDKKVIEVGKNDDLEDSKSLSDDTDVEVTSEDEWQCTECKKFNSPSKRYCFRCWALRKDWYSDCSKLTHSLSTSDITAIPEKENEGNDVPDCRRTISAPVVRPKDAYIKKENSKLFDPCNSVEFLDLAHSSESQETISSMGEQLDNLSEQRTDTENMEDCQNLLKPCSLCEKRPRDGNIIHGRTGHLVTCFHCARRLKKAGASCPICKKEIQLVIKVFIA
Target sequence (Q00987 whole entry, looked up): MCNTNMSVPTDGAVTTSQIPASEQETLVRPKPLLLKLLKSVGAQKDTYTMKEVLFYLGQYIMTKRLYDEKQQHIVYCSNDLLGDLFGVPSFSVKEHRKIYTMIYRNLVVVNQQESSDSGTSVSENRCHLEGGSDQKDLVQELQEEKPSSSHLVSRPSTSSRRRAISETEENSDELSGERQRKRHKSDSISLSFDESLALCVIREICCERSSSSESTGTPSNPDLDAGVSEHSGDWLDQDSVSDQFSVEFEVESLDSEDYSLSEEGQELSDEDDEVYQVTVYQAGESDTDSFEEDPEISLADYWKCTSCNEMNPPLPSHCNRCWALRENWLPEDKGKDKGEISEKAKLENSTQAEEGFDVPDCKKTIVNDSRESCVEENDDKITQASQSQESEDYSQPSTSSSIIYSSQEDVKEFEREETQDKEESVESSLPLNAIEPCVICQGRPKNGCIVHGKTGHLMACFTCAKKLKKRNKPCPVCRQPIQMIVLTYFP
CHOP UPR activ: apoptotic UPR (CHOP) activation. CHO-CHOP luciferase reporter, luminescence; percent of tunicamycin response over DMSO baseline. activation, % at 10 µM. 330,000 compounds, 0.34% hits;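 active means at 10 µM dose, activation of 40% or more, normalized to positive control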;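 further: 100% = tunicamycin at 10 µg/mL and 0% = DMSO alone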
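Test system: CHO CHOP reporter cells. Input: 500 CHO-CHOP cells per well. Medium: F12 with 10% FBS. Technique: luciferase luminescence. Measure: percent activation relative to tunicamycin control. Dosing: 10 µM compound, 0.5% DMSO. Timing: 16-18 h cell attachment, then 6 h compound exposure, 37 °C.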
APJ antag: APJ receptor antagonism. P35414. CHO-K1 APJ beta-arrestin complementation, luminescence. inhibition, % at 20 µM. 330,000 compounds, 0.32% hits;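 active means inhibition above about 40% at 20 µM, limit read from the data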;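 further: cells challenged with 10 nM apelin-13 agonist together with compound; plate controls were apelin-13 plus DMSO wells for no effect and DMSO wells lacking apelin-13 for full effect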
XBP1 UPR activ: adaptive UPR (XBP1) activation | CHO-XBP1 luciferase reporter, IRE1-XBP1 UPR activation, luminescence; percent of tunicamycin response, DMSO as zero | activation, % at 20 µM | 330,000 compounds, 0.33% hits | AID 463104;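 active means versus positive control, 20 µM dose yields 30% or more activation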;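 further: 100% = tunicamycin at 10 µg/mL and 0% = DMSO only wells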
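Assay system: CHO-XBP1 luciferase reporter cells; Schedule: 6 h treatment, 37 °C; Detection: glow luminescence from Steady-Glo reagent; Benchmarks: high control tunicamycin 10 µg/mL final, low control DMSO vehicle only.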
Active calls of the source: *. An unsorted share of the library. About 5% of those tested had a hit in this group.

SMILES	tim23-1 inh	APJ ag	697 NFkB inh	Jurkat NFkB inh	Mdm2 MdmX PPI	CHOP UPR activ	APJ antag	XBP1 UPR activ
CC(=O)c1ccc(N2CCN(C(=O)Nc3ccc(C(C)C)cc3)CC2)cc1	32	2	-26	27	-8	-0.8	-11	0
CSCC[C@@H](C(=O)NCCCCCCCCCCC(=O)N1CCN(C(=O)OC(C)(C)C)CC1)n1cc(CCO)nn1	6	1	-4	17	-2	0.9	9	-2
CCCc1nnc(NC(=O)CCC(=O)NCCc2ccc(OC)c(OC)c2)s1	11	-1	11	2	-12	2.8	6	0
COC(=O)CNC(=O)C12CC3CC(C1)CC(c1ccc(C)cc1)(C3)C2	34	4	15	-5	4	-1.4	10	-1
COC(=O)Cc1cc(=O)[nH]c(Nc2nc3ccccc3o2)n1	3	-2	17	8	-16	-0.3	6	0
COc1ccc(S(=O)(=O)NC(CC(=O)NCC2CCCO2)c2ccco2)cc1 (centres undefined)	-14	-2	-22	-9	9	-1.4	6	-1
CCN(c1cccc(C)c1)c1ncnc2nc[nH]c12	5	0	-15	-7	27	0.6	-48	-2
Cc1ccsc1/C=N/NC(=O)c1nnn(-c2nonc2N)c1CN(C)c1ccccc1	25	1	-12	-1	17	0.8	-29	-2
COc1ccccc1CCNC(=O)C(=O)c1cn(CC(=O)N2CCCC2)c2ccccc12	11	-2	-3	-16	0	1.3	10	-3
O=C(OCc1nnn(Cc2ccccc2)c1-c1c(COC(=O)c2ccccc2)nnn1Cc1ccccc1)c1ccccc1	27	4	-24	0	-10	1.8	14	-3
CN(C)c1cccc(C(=O)Nc2nc3ccccc3[nH]2)c1	-11	0	-158	-72	-74	-2.9	6	-7
Cc1ccc(CNC(=O)C2CC(c3ccc(C(F)(F)F)cc3)=NO2)o1 (centres undefined)	-1	-4	6	17	43	-1.4	10	-3
CCOCCCn1c(SCC(=O)Nc2cc(C(C)(C)C)nn2-c2ccccc2)nc2ccccc2c1=O	34	-2	13	6	54*	-1.3	0	-3
C=CCNC(=S)NNc1nc2sc3c(c2c(=O)[nH]1)CC(C)(C)OC3	-11	0	10	2	7	1.4	1	-6
CCOC(=O)c1cnc(-n2nc(C)cc2C)nc1NC1CCCC1	52*	-4	-46	8	76*	64*	17	19
CCO[C@H]1OC(C(=O)N2CCCCCCC2)=C[C@@H](c2csc3ccccc23)[C@@H]1CCCO	16	-5	4	-3	24	-0.6	12	-3
CCOC(=O)CC(NS(=O)(=O)c1ccc2[nH]cc(C(=O)O)c(=O)c2c1)c1ccc(OCC)c(OC)c1 (centres undefined)	19	-2	2	-1	-14	0.1	-20	-4
O=C(COC(=O)/C=C/c1ccccc1[N+](=O)[O-])NC1CCS(=O)(=O)C1 (centres undefined)	18	-1	-8	-18	17	-1.3	-11	-3
Clc1ccccc1/C=C/c1nc(-c2ccccn2)no1	43	-3	-70	18	66*	-7.4	-4	-10
COc1cc(/C=C2/SC(=Nc3ccc(O)cc3)NC2=O)cc(OC)c1O	-41	6	-7	26	62*	0.6	-22	11
COc1cc(/C=N\NC(=O)c2sc(N)nc2C)cc(OC)c1OC	-1	1	11	1	-19	0.8	0	3
Cc1onc(-c2ccccc2)c1C(=O)NNC(=S)NC(=O)/C=C/c1cccs1	39	2	-25	-4	14	1.3	33	-1
CCc1ccccc1NC(=O)C1CCCN(c2ncnc3onc(-c4ccc(F)cc4)c23)C1 (centres undefined)	-1	-4	-33	8	14	3.3	17	-5
CCc1ccc(C2C3=C(CC(C)(C)CC3=O)Nc3c2c(=O)[nH]c2nc(C)nn32)cc1 (centres undefined)	3	-2	-3	-7	-3	-0.2	9	0
COC(=O)c1ccccc1NC(=O)Nc1ncccc1C	-1	-1	0	-6	-1	-0.3	8	2
O=C(COc1ccccc1F)Nc1ccc(S(=O)(=O)NCc2ccco2)cc1	28	-4	0	3	19	-0.9	2	-2
COc1ccc(C(=O)Nc2ccc(N3CCN(Cc4ccccc4)CC3)cc2)cc1	0	-1	-6	2	2	-0.9	8	-2
CCN(CC)CCN(C(=O)c1ccc([N+](=O)[O-])cc1)c1nc2ccc(OC)cc2s1	-3	-1	5	6	-26	0.6	-6	-1
CCOc1cccc2sc(N(CCCN(C)C)C(=O)c3ccc(S(=O)(=O)N(C)c4ccccc4)cc3)nc12	1	-2	9	7	42	4.7	28	2
CCOC(=O)c1cc2c(=O)n3ccccc3nc2n(Cc2ccco2)c1=NC(=O)c1ccccc1OC	0	-1	-26	-8	-6	1.2	8	-3
CC[C@@H]1CCCCc2ccccc2[C@@H](C(=O)C[C@@H](O)CC(C)=O)OC1=O	2	-1	3	-13	21	0.6	-1	-3
COc1ccc(N(C(=O)CNC(=O)c2ccco2)C(C(=O)NC2CCCCC2)c2ccncc2)cc1 (centres undefined)	9	-5	3	-5	18	1.2	3	3
O=C(O)CCC(=O)N1CCc2cc(S(=O)(=O)N3CCCCC3)ccc21	-1	-3	10	-5	-34	-1.7	18	0
COc1cc2c3c(c1)-c1c(sn(-c4cc(OC)ccc4OC)c1=S)C(C)(C)N3C(=O)C2=O	21	-2	29	2	5	1.6	21	1
NCCCSC1=NCCCN1	7	-2	15	7	12	-1.0	11	3
COc1ccc(C(=O)NC(=S)NC(C)c2ccccc2)cc1 (centres undefined)	31	6	-8	-13	-2	1.3	-7	6
N#CCCN(C(=O)COC(=O)CNC(=O)C12CC3CC(CC(C3)C1)C2)c1ccccc1	20	6	21	9	5	1.4	1	0
COc1cccc(NC(=O)c2ccc3nsnc3c2)c1	1	-2	-53	-75	-29	7.0	-21	3
Cc1cc(F)ccc1NS(=O)(=O)c1c(C)nc2scc(C)n2c1=O	17	0	4	4	-3	2.0	-15	-4
CCCOC(=O)CSC1=C(C#N)C(c2ccc3c(c2)OCO3)CC(=O)N1 (centres undefined)	39	1	7	16	4	1.2	8	1
Cc1ccc(C(C)C)cc1S(=O)(=O)NC1CC(C)(C)NC(C)(C)C1	-13	-1	-2	-11	16	0.2	9	-2
Cc1cc(C(=O)C(=O)O)c(C)n1-c1ccc(Cl)cc1	11	-3	6	-2	13	1.3	-12	-6
CC(=O)CCc1c(C)[nH]c2ccc(NC(C)=O)cc2c1=O	-5	1	-4	-12	2	-1.4	2	-2
COc1ccc(C(=O)Nc2ccc(N3CCN(C(=O)c4cccs4)CC3)cc2)cc1Br	32	1	-34	15	27	0.5	7	-5
C1CCC2(CC1)C1=C(CCCC1)Nc1nnnn12	23	-2	0	-6	-4	-0.3	7	-3
CN(C1=NC(=O)CS1)c1ccc(O)cc1	7	-2	1	-2	2	0.8	-18	-1
CSc1ccccc1C(=O)NCC1CCCO1 (centres undefined)	9	-2	5	-4	14	-0.2	-7	-2
COC(=O)C1(C)NC(c2ccc(OC)cc2)C2C(=O)N(c3ccccc3)C(=O)C21 (centres undefined)	3	-1	8	15	8	-0.5	-5	-2

Four entries from above, bar-delimited:
Structure | tim23-1 inh | APJ ag | 697 NFkB inh | Jurkat NFkB inh | Mdm2 MdmX PPI | CHOP UPR activ | APJ antag | XBP1 UPR activ
COC(=O)C1(C)NC(c2ccc(OC)cc2)C2C(=O)N(c3ccccc3)C(=O)C21 (centres undefined) | 3 | -1 | 8 | 15 | 8 | -0.5 | -5 | -2
COc1cccc(NC(=O)c2ccc3nsnc3c2)c1 | 1 | -2 | -53 | -75 | -29 | 7.0 | -21 | 3
CC(=O)CCc1c(C)[nH]c2ccc(NC(C)=O)cc2c1=O | -5 | 1 | -4 | -12 | 2 | -1.4 | 2 | -2
CN(C1=NC(=O)CS1)c1ccc(O)cc1 | 7 | -2 | 1 | -2 | 2 | 0.8 | -18 | -1

(more compounds)
SMILES	tim23-1 inh	APJ ag	697 NFkB inh	Jurkat NFkB inh	Mdm2 MdmX PPI	CHOP UPR activ	APJ antag	XBP1 UPR activ
COc1ccc(/C=N/NC(=O)C(=O)N2CCCCCC2)cc1[N+](=O)[O-]	-9	-1	11	8	1	-0.8	6	-2
Cc1nc(CSc2nc3[nH]ncc3c(=O)n2-c2ccccc2)cs1	21	5	-17	-11	-12	0.9	5	-2
Cc1cc(C)n(-c2ccc(C(=O)OCn3nnc4ccccc4c3=O)cc2)n1	41	-1	-21	7	6	-0.9	-6	-1
O=C(CCN1C(=O)/C(=C\c2ccco2)SC1=S)Nc1ccc(C(=O)O)c(O)c1	1	1	2	8	5	-1.0	-15	-4
COC(=O)CN(c1nc(C)c(Br)c(OC)n1)S(=O)(=O)c1ccccc1	33	-1	13	-4	6	1.9	-1	-5
O=C(COc1ccc(Br)cc1)Nc1ccccc1N1CCCC1	-9	-2	-12	-7	35	-0.3	-5	-2
Cc1c([N+](=O)[O-])ccc(S(=O)(=O)N2CCC(C(N)=O)CC2)c1C	12	0	-6	-5	2	-1.3	1	-4
O=C(COc1ccccc1)N/N=C/c1cc2c(cc1[N+](=O)[O-])OCO2	11	0	5	-9	-4	-0.3	4	5
COc1ccc(OC)c(C2=Nn3c(nnc3-c3ccco3)SC2)c1	5	0	1	6	9	3.4	17	8
COc1ccc(CCNC(=O)Cn2cccc2C(=O)c2ccccc2C)cc1OC	-1	-1	14	0	14	0.2	3	-3
COc1ccc2nc(NC(=O)c3ccc(-c4cccc([N+](=O)[O-])c4)o3)sc2c1	-9	-4	10	12	36	0.3	4	2
O=C(CN1c2cccc3cccc(c23)S1(=O)=O)N1CCN(c2ccccc2)CC1	13	-2	28	6	-13	1.1	11	0
COc1ccc2oc(C(=O)OCC(=O)NCc3ccc(OC)c(OC)c3)c(C)c2c1	7	-1	8	2	25	-0.5	11	-1
C[C@H](NC(=O)c1nc[nH]c1C(=O)NC(c1ccccc1)c1ccccc1)C(=O)OCc1ccccc1	32	5	4	4	10	0.1	8	-3
CC1CCCCC1NC(=O)CCCN1C(=O)c2ccccc2C1=O (centres undefined)	16	-5	-8	-5	23	2.9	-7	0
c1ccc(CSc2nnc3c(n2)OC(c2ccco2)Nc2ccccc2-3)cc1 (centres undefined)	-12	-2	-2	2	9	4.4	12	3
CCc1ccc2nc(N3CCN(C)CC3)c(C#N)cc2c1	-29	-1	-20	-18	-51	-2.3	-3	-1
COc1ccc2nc(N3CCCCC3)c(C#N)cc2c1	8	-3	-12	-68	-86	5.6	-9	4
CC(C)Oc1ncnc2c1[nH]c1ccccc12	30	1	-50	25	5	7.2	13	3
COc1cc(CC(=O)OCc2cccc([N+](=O)[O-])c2)cc(OC)c1OC	31	1	-47	-16	24	1.8	-27	-3
CCCOc1c(Br)cc(/C=N/O)cc1OC	34	-4	2	-2	22	-1.7	-16	3
O=C(CCC(=O)N1CCOc2ccc(Cl)cc21)NCCCN1CCC(Cc2ccccc2)CC1	-14	-4	2	12	83*	-1.3	4	2
CCCS(=O)(=O)c1c(S(=O)(=O)CCC)c2c(N)cccn2c1C(=O)c1ccc(Br)cc1	22	-3	-8	-5	0	0.5	-7	2

Entries listed so far that contain an aryl thioether with sulfur outside any ring:
SMILES	tim23-1 inh	APJ ag	697 NFkB inh	Jurkat NFkB inh	Mdm2 MdmX PPI	CHOP UPR activ	APJ antag	XBP1 UPR activ
CCOCCCn1c(SCC(=O)Nc2cc(C(C)(C)C)nn2-c2ccccc2)nc2ccccc2c1=O	34	-2	13	6	54*	-1.3	0	-3
CSc1ccccc1C(=O)NCC1CCCO1 (centres undefined)	9	-2	5	-4	14	-0.2	-7	-2
Cc1nc(CSc2nc3[nH]ncc3c(=O)n2-c2ccccc2)cs1	21	5	-17	-11	-12	0.9	5	-2
c1ccc(CSc2nnc3c(n2)OC(c2ccco2)Nc2ccccc2-3)cc1 (centres undefined)	-12	-2	-2	2	9	4.4	12	3

Screening data from PubChem BioAssay.
